Screening results deposited in PubChem by National Center for Advancing Translational Sciences (NCATS).
HT1080-NT tox = kills 2HG-producing HT-1080-NT fibrosarcoma cells; HT-1080-NT fibrosarcoma viability, CellTiter-Glo ATP luminescence, 48 h; Potency, µM (series often up to 46.1 µM), for the others: top-dose activity, negative = less viability, most hits filed as cytotoxic; 360,000 tested, 1.6% active;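 note: NT is the 2HG producing partner of a matched IDH1 knockdown line; potency is the fitted concentration of half-maximal effect; 0% = DMSO-treated cells and -100% = media-only wells without cells; nearly all actives have a fitted effect of over 55% in size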
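Viability of the 2HG-overproducing fibrosarcoma line after 48 hours of compound exposure at 37 degrees C was determined by luminescence with CellTiter-Glo, and concentration-effect curves were then fitted and categorized.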
KB-3-1 tox = KB-3-1 parental cell cytotoxicity; KB-3-1 viability, CellTiter-Glo ATP luminescence, 72 h; 400,000 tested, 1.4% active; Potency, µM (highest dose often 46.1 µM), without a hit: at the highest dose activity change, negative = cytotoxic, most hits filed as cytotoxic; note: potency is the fitted concentration of half-maximal effect; % is set by controls: 0 for no effect and ±100 for the full control effect; nearly all actives have a fitted effect of over 60% in size
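Cytotoxicity in the drug-sensitive parental line KB-3-1 was scored as loss of CellTiter-Glo luminescence following 72 h incubation with compound. Values come from curve fitting of normalized concentration-response data.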
IL-1B inflam inh = inhibitors of inflammasome signaling (IL-1 beta secretion) | THP-1 LPS/ATP IL-1B secretion, AlphaLISA, 16 h; stronger effect = lower value | activity change, % at 57.5 µM | 360,000 tested, 4.7% active | AID 743279; in the data active = activity change below about -50%; inconclusive = mostly about -30% to -49%; note: % is set by controls: 0 for no effect and ±100 for the full control effect
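Secreted IL-1B measured by AlphaLISA bead assay after 16 h compound exposure of THP-1 cells; compounds (final up to 57.5 uM) added 1 h before LPS (250 ng/mL) and ATP (1.25 mM) stimulation; lower signal means less secretion.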
MCF10A rerep = induces DNA re-replication in MCF 10a normal breast cells; MCF 10A DNA re-replication, Hoechst nuclear intensity, 48 h; Potency, µM (doses to about 46.1 µM), inactives show top-dose activity, positive = re-replication, usual class: activators; 350,000 tested, 2.9% active; AID 624296; note: potency is the fitted concentration of half-maximal effect; % of control where 0% means no effect; nearly all actives have a fitted effect of over 50% in size
ATXN2 expr inh = ATXN2 expression inhibition; 360,000 tested, 0.72% active; Potency, µM (series often up to 57 µM), for the others: top-dose activity change, negative = inhibition, most hits filed as inhibitors; HEK-293 ATXN2-luciferase reporter, luminescence, 24 h; note: potency is the fitted concentration of half-maximal effect; % is set by controls: 0 for no effect and ±100 for the full control effect; nearly all actives have a fitted effect of over 55% in size
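qHTS (up to 57 uM final) was run with 24 h compound exposure of reporter cells at 37 °C. Each well was multiplexed: SteadyGlo luminescence measured ATXN2-luciferase expression after a fluorogenic Gly-Phe-AFC viability readout (25 uM final).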
HT1080 IDH1KD tx = kills HT-1080 cells with IDH1 knockdown; HT-1080 IDH1 knockdown viability, ATP luminescence, 48 h; Potency, µM (series often up to 46.1 µM), for inactives: at the top dose activity, negative = toxicity, usual class: cytotoxic; 360,000 tested, 2% active; AID 686971;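 note: potency is the fitted concentration of half-maximal effect; 0% = DMSO wells and -100% = cell-free medium wells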
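Assay cells: HT-1080 with IDH1 knockdown, 750 per well, RPMI/5% FBS. Exposure: 48 h at 37 °C following 2 h pre-incubation. Read: CellTiter-Glo luminescence; fitted concentration-response, curve class assigned.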
KB-V1 MDR tox = KB-V1 MDR subline cytotoxicity; 400,000 tested, 3.4% active; Potency, µM (highest dose often 46.1 µM), without a hit: top-dose activity change, negative = cytotoxicity, usual class: cytotoxic; KB-V1 MDR cells viability, CellTiter-Glo, 72 h; AID 1347076; note: potency is the fitted concentration of half-maximal effect; % is set by controls: 0 for no effect and ±100 for the full control effect; nearly all actives have a fitted effect of over 60% in size
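In this primary screen, KB-V1 cells overexpressing P-gp are incubated with library compounds (lowest to highest concentration) for 72 h at 37 degrees C before a luminescent ATP viability read.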
WRN helicase inh = inhibitors of human WRN helicase | AID 651768 | Q14191 | 360,000 tested, 0.46% active | Potency, µM (doses to about 114 µM), without a hit: top-dose activity change, negative = inhibition, usual class: inhibitors | WRN helicase unwinding, fluorescent forked duplex, kinetic; note: potency is the fitted concentration of half-maximal effect; % is set by controls: 0 for no effect and ±100 for the full control effect; nearly all actives have a fitted effect of over 55% in size
Target sequence (Q14191 whole entry, looked up): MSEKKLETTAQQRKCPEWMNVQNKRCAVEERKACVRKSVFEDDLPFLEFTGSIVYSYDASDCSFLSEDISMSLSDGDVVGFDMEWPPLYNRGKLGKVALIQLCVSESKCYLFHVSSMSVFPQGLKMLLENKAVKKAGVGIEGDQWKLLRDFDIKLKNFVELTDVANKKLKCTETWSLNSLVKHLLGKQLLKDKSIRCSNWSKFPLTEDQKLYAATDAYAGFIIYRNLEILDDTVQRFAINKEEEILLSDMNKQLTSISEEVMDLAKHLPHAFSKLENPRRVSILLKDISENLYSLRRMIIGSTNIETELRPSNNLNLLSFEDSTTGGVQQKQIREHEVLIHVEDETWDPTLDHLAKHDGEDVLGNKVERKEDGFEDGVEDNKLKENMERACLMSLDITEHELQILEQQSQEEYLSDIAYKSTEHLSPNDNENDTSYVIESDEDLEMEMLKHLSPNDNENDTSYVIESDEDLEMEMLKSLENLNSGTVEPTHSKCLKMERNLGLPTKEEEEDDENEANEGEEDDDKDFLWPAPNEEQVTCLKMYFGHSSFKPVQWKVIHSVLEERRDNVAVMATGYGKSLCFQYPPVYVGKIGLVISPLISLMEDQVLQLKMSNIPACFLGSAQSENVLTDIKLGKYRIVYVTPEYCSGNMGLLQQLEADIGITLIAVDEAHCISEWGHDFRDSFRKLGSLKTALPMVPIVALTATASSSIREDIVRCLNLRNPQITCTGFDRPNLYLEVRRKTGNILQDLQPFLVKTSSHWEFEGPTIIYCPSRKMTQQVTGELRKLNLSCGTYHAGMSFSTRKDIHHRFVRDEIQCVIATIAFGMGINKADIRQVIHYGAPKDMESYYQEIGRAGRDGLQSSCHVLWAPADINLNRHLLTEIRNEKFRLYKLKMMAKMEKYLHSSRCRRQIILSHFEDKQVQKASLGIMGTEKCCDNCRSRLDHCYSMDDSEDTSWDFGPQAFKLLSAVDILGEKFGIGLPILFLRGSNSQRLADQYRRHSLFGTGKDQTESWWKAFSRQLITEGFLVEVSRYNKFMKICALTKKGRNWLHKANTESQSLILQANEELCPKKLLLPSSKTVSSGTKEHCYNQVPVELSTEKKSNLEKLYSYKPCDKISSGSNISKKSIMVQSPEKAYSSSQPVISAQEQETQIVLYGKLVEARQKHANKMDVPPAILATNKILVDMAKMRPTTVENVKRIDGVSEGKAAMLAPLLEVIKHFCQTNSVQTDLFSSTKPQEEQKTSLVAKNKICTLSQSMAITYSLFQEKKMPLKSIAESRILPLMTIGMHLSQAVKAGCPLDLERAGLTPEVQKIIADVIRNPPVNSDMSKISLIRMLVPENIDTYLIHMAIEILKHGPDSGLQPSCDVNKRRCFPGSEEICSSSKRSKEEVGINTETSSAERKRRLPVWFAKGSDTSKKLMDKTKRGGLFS
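Kinetic fluorescence helicase assay: unwinding of a quenched forked DNA duplex (100 nM final) with 2 mM ATP final raises red fluorescence (525/598 nm). Compounds sat 15 min at room temperature with 20 nM WRN beforehand.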
SW480 rereplic = induces DNA re-replication in SW480 colon adenocarcinoma cells. SW480 DNA re-replication, Hoechst DNA content imaging, 48 h. Potency, µM (highest dose often 46.1 µM), for inactives: top-dose re-replication activation, hits mostly activators. 340,000 tested, 1.8% active. AID 624297; note: potency is the fitted concentration of half-maximal effect; % of control where 0% means no effect; nearly all actives have a fitted effect of over 55% in size
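Cells (250 per well) received 23 nL compound or DMSO by pin tool and were kept 48 hr at 37 C, 5% CO2. Nuclei were then stained with Hoechst for 40 min and scanned for DNA content.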
The depositor's hits bear a star; [ ] = another dose, or the depositor's remark. Unless noted, calls come from the whole dose curve; as a rule, active = well fitted curve in the direction sought with a large enough effect; inconclusive = small, poorly fitted or top-dose-only effect, or another doubt; inactive = no such curve, though single readings can be large; an effect the other way counts as inactive or inconclusive.

Results for COc1ccc(N(CC(=O)Nc2cc(Cl)ccc2OC)C2=NC3CS(=O)(=O)CC3S2)cc1 (stereo unspecified) ?
HT1080-NT tox: 16.4%; KB-3-1 tox: 1.9%; IL-1B inflam inh: -22.7; MCF10A rerep: 13.2%; ATXN2 expr inh: -17.8%; HT1080 IDH1KD tx: 11.2%; KB-V1 MDR tox: 1.8%; WRN helicase inh: 4.5%; SW480 rereplic: -15.0%

Results for COc1ccc(CNC(=O)N2CCN(c3cccc(C)c3C)CC2)cc1OC ?
HT1080-NT tox: -5.1%; KB-3-1 tox: -1.9%; IL-1B inflam inh: 15.8; MCF10A rerep: 15.7%; ATXN2 expr inh: -22.9%; HT1080 IDH1KD tx: -4.9%; KB-V1 MDR tox: -33.5%; WRN helicase inh: -8.6%; SW480 rereplic: -13.7%

Results for Cc1ccc(CNC(=O)CCC(=O)N2CC(C)Oc3ccc(Cl)cc32)cc1 (stereo unspecified) ?
HT1080-NT tox: -3.2%; KB-3-1 tox: 1.7%; IL-1B inflam inh: 10.5; MCF10A rerep: -2.2%; ATXN2 expr inh: -8.2%; HT1080 IDH1KD tx: -11.4%; KB-V1 MDR tox: 6.1%; WRN helicase inh: 3.1%; SW480 rereplic: -4.5%

Results for COc1ccc(C(=O)NC(C(=O)N2CCc3ccccc32)C(C)C)cc1 (stereo unspecified) ?
HT1080-NT tox: 1.2%; KB-3-1 tox: 6.8%; IL-1B inflam inh: 5.1; MCF10A rerep: 2.9%; ATXN2 expr inh: 0.8%; HT1080 IDH1KD tx: 3.0%; KB-V1 MDR tox: 8.2µM*; WRN helicase inh: 12.7%; SW480 rereplic: 23.5%

What do the screens show for `Cc1ccc(NC(=O)CN2CCOCC2)cc1C`?
HT1080-NT tox: 13.7%; KB-3-1 tox: 12.2%; IL-1B inflam inh: 10.8; MCF10A rerep: 0.9%; ATXN2 expr inh: 16.7%; HT1080 IDH1KD tx: -0.8%; KB-V1 MDR tox: inconclusive; WRN helicase inh: 7.9%; SW480 rereplic: -5.2%

What do the screens show for `O=C(NCCc1cccc(C(F)(F)F)c1)C1CCC(=O)N(CCc2cccc(F)c2)C1` (stereo unspecified)?
HT1080-NT tox: -3.4%; KB-3-1 tox: 3.5%; IL-1B inflam inh: inconclusive; MCF10A rerep: inconclusive; ATXN2 expr inh: 5.2%; HT1080 IDH1KD tx: -15.6%; KB-V1 MDR tox: -4.9%; WRN helicase inh: 1.9%[57.1 µM]; SW480 rereplic: -16.2%

What do the screens show for `COc1ccc2[nH]c3c(N4CCC(O)(c5cccc(C(F)(F)F)c5)CC4)ncnc3c2c1`?
HT1080-NT tox: inconclusive; KB-3-1 tox: 13µM*; IL-1B inflam inh: -14.6; MCF10A rerep: inconclusive; ATXN2 expr inh: 28.2µM*; HT1080 IDH1KD tx: 20.6µM*; KB-V1 MDR tox: 18.4µM*; WRN helicase inh: -3.5%; SW480 rereplic: inconclusive

Results for O=c1n(-c2ccccc2)c(=O)n2n1CC(O)C2 ?
HT1080-NT tox: 19.3%; KB-3-1 tox: 2.0%; IL-1B inflam inh: -2.1; MCF10A rerep: 11.0%; ATXN2 expr inh: -5.2%; HT1080 IDH1KD tx: 24.4%; KB-V1 MDR tox: -5.8%; WRN helicase inh: 4.3%; SW480 rereplic: -3.0%

How did CCOc1ccc2nc(SCC(=O)c3ccccc3)sc2c1 do in these assays?
HT1080-NT tox: -5.0%; KB-3-1 tox: 3.5%; IL-1B inflam inh: inconclusive; MCF10A rerep: inconclusive; ATXN2 expr inh: 64.0%[activator]; HT1080 IDH1KD tx: inconclusive; KB-V1 MDR tox: -24.3%; WRN helicase inh: -12.7%; SW480 rereplic: 14.8%

How did Cc1ccc(C(C)C)cc1S(=O)(=O)NCc1ccccn1 do in these assays?
HT1080-NT tox: 6.4%; KB-3-1 tox: 0.7%; IL-1B inflam inh: 5.2; MCF10A rerep: 14.0%; HT1080 IDH1KD tx: 8.6%; KB-V1 MDR tox: inconclusive; WRN helicase inh: -1.0%; SW480 rereplic: -9.8%

What do the screens show for `CCOc1ccc(CN2CCNC(=O)C2CC(=O)NCc2csc(C(C)C)n2)cc1` (stereo unspecified)?
HT1080-NT tox: -6.5%; KB-3-1 tox: -1.9%; IL-1B inflam inh: 9.7; MCF10A rerep: 4.0%; ATXN2 expr inh: 1.8%; HT1080 IDH1KD tx: -5.7%; KB-V1 MDR tox: inconclusive; WRN helicase inh: -4.2%; SW480 rereplic: 4.5%

What do the screens show for `CCCCCCOc1ccc(N2C(=O)CC(NCCc3ccc(S(N)(=O)=O)cc3)C2=O)cc1` (stereo unspecified)?
HT1080-NT tox: 1.3%; KB-3-1 tox: 12.1%; IL-1B inflam inh: 147.1; MCF10A rerep: 4.0%; ATXN2 expr inh: -1.9%; HT1080 IDH1KD tx: -1.0%; KB-V1 MDR tox: 0.0%; WRN helicase inh: 2.3%; SW480 rereplic: -3.6%

What do the screens show for `CNC(=O)CN1C(=O)NC2(CCc3ccccc3C2)C1=O` (stereo unspecified)?
HT1080-NT tox: 11.6%; KB-3-1 tox: -1.7%; IL-1B inflam inh: 13.0; MCF10A rerep: 4.2%; ATXN2 expr inh: 0.4%; HT1080 IDH1KD tx: 2.0%; KB-V1 MDR tox: 6.7%; WRN helicase inh: -0.1%; SW480 rereplic: -3.1%

How did N/C(=N\OC(=O)Cc1ccccc1)c1ccncc1 do in these assays?
HT1080-NT tox: -2.7%; KB-3-1 tox: 6.3%; IL-1B inflam inh: 4.9; MCF10A rerep: -9.1%; ATXN2 expr inh: 10.4%; HT1080 IDH1KD tx: 6.3%; KB-V1 MDR tox: 1.0%; WRN helicase inh: 5.8%; SW480 rereplic: -6.2%

How did COc1ccc(CC(=O)N/N=C/c2ccc(Cl)s2)cc1OC do in these assays?
HT1080-NT tox: -10.1%; KB-3-1 tox: 8.1%; IL-1B inflam inh: -20.9; MCF10A rerep: 11.4%; ATXN2 expr inh: 3.9%; HT1080 IDH1KD tx: -12.1%; KB-V1 MDR tox: -9.8%; WRN helicase inh: -11.6%[57.1 µM]; SW480 rereplic: 12.4%

Results for COc1ccc(-c2ccc(C3C(C#N)=C(N)Oc4n[nH]c(C)c43)o2)cc1 (stereo unspecified) ?
HT1080-NT tox: inconclusive; KB-3-1 tox: -5.7%; IL-1B inflam inh: -3.3; MCF10A rerep: inconclusive; ATXN2 expr inh: 2.4%; HT1080 IDH1KD tx: inconclusive; KB-V1 MDR tox: -21.8%; WRN helicase inh: -18.7%; SW480 rereplic: inconclusive

What do the screens show for `Nc1nc2n(n1)C(c1ccco1)CC(c1ccccc1)N2` (stereo unspecified)?
HT1080-NT tox: 2.0%; KB-3-1 tox: -22.9%; IL-1B inflam inh: -2.3; MCF10A rerep: 14.7%; ATXN2 expr inh: -0.3%; HT1080 IDH1KD tx: -9.4%; KB-V1 MDR tox: -15.6%; WRN helicase inh: -9.3%; SW480 rereplic: 6.5%

How did CCOC(=O)c1cc2c(=O)n3cccc(C)c3nc2n(CCOC)c1=NC(C)=O do in these assays?
HT1080-NT tox: -0.6%; KB-3-1 tox: -0.1%; MCF10A rerep: 3.66µM*; ATXN2 expr inh: 15.1%; HT1080 IDH1KD tx: 2.1%; KB-V1 MDR tox: inconclusive; WRN helicase inh: -6.1%; SW480 rereplic: 5.8µM*

Results for Cc1ccc(S(=O)(=O)/N=C(/Nc2c(C)n(C)n(-c3ccccc3)c2=O)c2ccccc2)cc1 ?
HT1080-NT tox: 7.6%; KB-3-1 tox: -0.4%; IL-1B inflam inh: 19.1; MCF10A rerep: 11.1%; ATXN2 expr inh: -8.5%; HT1080 IDH1KD tx: 4.1%; KB-V1 MDR tox: 30.7%; WRN helicase inh: 2.6%; SW480 rereplic: -7.1%

What do the screens show for `Cc1cccc(C)c1OCc1cc(C(=O)N2CCN(C3CCCC3)CC2)no1`?
HT1080-NT tox: 9.3%; KB-3-1 tox: 2.4%; IL-1B inflam inh: -13.5; MCF10A rerep: 6.5%; ATXN2 expr inh: 49.9%[activator]; HT1080 IDH1KD tx: 6.1%; KB-V1 MDR tox: 0.0%; WRN helicase inh: -21.3%; SW480 rereplic: -0.8%

How did COc1ccccc1CN1CCCC(N2CCN(c3ccccc3OC)CC2)C1 (stereo unspecified) do in these assays?
HT1080-NT tox: 0.3%; KB-3-1 tox: 13.3%; IL-1B inflam inh: 16.9; MCF10A rerep: 14.7%; ATXN2 expr inh: -19.5%; HT1080 IDH1KD tx: 3.3%; KB-V1 MDR tox: inconclusive; WRN helicase inh: -1.0%; SW480 rereplic: -48.1%[inhibitor]

What do the screens show for `COc1ccc(C(=O)[C@@H]2CC[C@](C)(C(=O)O)C2(C)C)cc1`?
HT1080-NT tox: 13.8%; KB-3-1 tox: 13.7%; IL-1B inflam inh: 25.5; MCF10A rerep: -1.3%; ATXN2 expr inh: 3.3%; HT1080 IDH1KD tx: 22.4%; KB-V1 MDR tox: 0.0%; WRN helicase inh: -1.3%; SW480 rereplic: 1.6%

How did Cc1c(C(=O)Oc2cccc3cccnc23)cccc1[N+](=O)[O-] do in these assays?
HT1080-NT tox: inconclusive; KB-3-1 tox: -13.0%; IL-1B inflam inh: -65.8*; MCF10A rerep: inconclusive; ATXN2 expr inh: -26.1%; HT1080 IDH1KD tx: inconclusive; KB-V1 MDR tox: -1.7%; WRN helicase inh: -2.2%; SW480 rereplic: inconclusive
